# Source: PubChem (several laboratories)
# ERa coact inh: ER-alpha (human) coactivator binding inhibition. P03372. TR-FRET ER-alpha LBD / SRC-1 peptide, estradiol-bound. inhibition, % at 25.6 µM. 86,000 tested, 1.7% active; in the data active = inhibition above about 50%;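 also: 0% = receptor plus peptide control and 100% = peptide only without receptor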
# Target sequence (P03372 whole entry, looked up, the tested form may be a part): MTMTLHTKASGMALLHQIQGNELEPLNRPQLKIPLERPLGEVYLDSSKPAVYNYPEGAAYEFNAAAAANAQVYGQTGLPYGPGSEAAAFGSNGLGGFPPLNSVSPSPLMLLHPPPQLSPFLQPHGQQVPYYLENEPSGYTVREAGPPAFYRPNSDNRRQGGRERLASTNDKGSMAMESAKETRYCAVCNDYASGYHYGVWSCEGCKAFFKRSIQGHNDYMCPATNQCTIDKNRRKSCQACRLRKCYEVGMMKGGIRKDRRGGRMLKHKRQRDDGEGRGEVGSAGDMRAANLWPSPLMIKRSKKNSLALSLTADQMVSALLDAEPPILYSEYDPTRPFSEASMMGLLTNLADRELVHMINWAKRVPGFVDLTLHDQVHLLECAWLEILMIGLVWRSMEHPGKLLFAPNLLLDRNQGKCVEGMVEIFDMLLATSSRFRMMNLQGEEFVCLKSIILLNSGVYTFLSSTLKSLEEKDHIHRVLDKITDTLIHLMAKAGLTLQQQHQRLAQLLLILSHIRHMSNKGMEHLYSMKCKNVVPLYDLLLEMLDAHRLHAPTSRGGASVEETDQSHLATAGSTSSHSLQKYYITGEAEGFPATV
# H69AR growth 86K: blocks growth of human H69AR lung tumor cells. H69AR lung tumor viability, ATP luminescence, 72 h; active compounds read low. viability, % at 10 µM. 85,000 tested, 6% active;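 active = viability at or below 40%; inactive = viability above 40%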;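 also: multidrug resistant small cell line overexpressing MRP-1 efflux transporter; 100% = mean luminescence of untreated control wells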
# HUVEC inhibit: inhibitors of human endothelial cell proliferation | 86,000 tested, 1.1% active | AID 648 | viability, % at 10 µM (by protocol) | HUVEC proliferation, CellTiter-Glo luminescence, 72 h; active compounds read low;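 active = viability at or below 30%; inactive = viability above 30%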;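 also: 100% = median luminescence of DMSO-only cell control wells on each plate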
# ERb SRC1 inh: ER-beta (human) coactivator binding inhibition. Q92731. TR-FRET ER-beta LBD / SRC1-Cy5 peptide binding; receptor agonist-loaded with 1 µM estradiol. inhibition, % at 25.6 µM. 86,000 tested, 1.3% active. AID 633;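 active = compounds whose percent inhibition of the receptor-coactivator binding signal exceeds about 50% in the single-dose screen, limit read from the data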;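 also: 0% = receptor plus peptide wells without compound and 100% = peptide-only wells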
# Calb biofilm kill: kills Candida albicans biofilms; C. albicans biofilm + clotrimazole, Alamar Blue; inhibition, % at 6 µM; 85,000 tested, 0.14% active; AID 834;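 active = inhibition above 20%; inactive = inhibition below 20%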;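 also: preformed 24 hr biofilms exposed to compound for 48 hr; 0% = biofilm without compound and 100% = blank killed by clotrimazole plus chlorhexidine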
# sEH activator: soluble epoxide hydrolase (human) activation. purified human sEH enzymatic activity, activator screen. 91,000 tested, 0.04% active. P34913. activation, % at 2 µM; in the data active = activation above about 37%; also: values of inactives mirror those of a sister screen read the other way
# ERa coact pot: ER-alpha (human) coactivator binding potentiation; coactivator binding (% of control), % at 25.6 µM; AID 639; P03372; TR-FRET ERalpha-LBD/SRC-Cy5 coactivator binding, 2 h; 100 = basal binding, no effect; 86,000 tested, 1.3% active; in the data active = activity above about 200%;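 also: binding measured in presence of low estradiol as agonist stimulus; 0% = peptide alone without receptor and 100% = receptor with peptide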
# Smad3 inh: Smad3 (human) transcription factor binding inhibition; P84022; TR-FRET Smad3/Dy647-FoxH1 peptide binding, europium anti-His; inhibition, % at 25 µM; 88,000 tested, 0.29% active; AID 630;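 active = compounds that reduce the energy-transfer binding signal between the protein and its labelled peptide by more than half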;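 also: 0% = Smad3 plus labelled peptide maximal FRET and 100% = peptide-only background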
# Target sequence (P84022 whole entry, looked up): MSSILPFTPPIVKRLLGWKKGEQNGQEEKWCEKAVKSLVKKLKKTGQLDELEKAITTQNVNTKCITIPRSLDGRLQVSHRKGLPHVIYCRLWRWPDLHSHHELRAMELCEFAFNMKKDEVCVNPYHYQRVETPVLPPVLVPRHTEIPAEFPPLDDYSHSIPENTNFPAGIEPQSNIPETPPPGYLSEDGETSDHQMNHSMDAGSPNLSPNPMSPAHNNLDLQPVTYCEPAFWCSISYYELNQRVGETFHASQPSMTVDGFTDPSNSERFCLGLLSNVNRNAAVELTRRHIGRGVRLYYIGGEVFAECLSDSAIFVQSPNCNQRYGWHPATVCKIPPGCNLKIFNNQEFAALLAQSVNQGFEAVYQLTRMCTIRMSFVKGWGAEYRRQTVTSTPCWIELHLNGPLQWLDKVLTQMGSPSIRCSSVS
# Fibroblast inh: blocks proliferation of human lung fibroblasts; 85,000 tested, 1.1% active; viability, % at 10 µM; LL 47 human lung fibroblast viability, ATP luminescence; active compounds read low;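 active = viability at or below 50% in the single dose screen; inactive = viability above 50%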;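 also: compound exposure lasted 72 h before the ATP readout; 100% = median luminescence of untreated cell-only wells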
#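 Assay system: human lung fibroblast line LL 47, low passage. Input: 1,150 fibroblasts seeded per well. Times: overnight cell rest, 72 h compound treatment at 37 °C. Evaluation: % viability of median cell-only signal. Technique: luminescent ATP detection, CellTiter-Glo. Control set: cell-only wells, no compound.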
# Active calls of the source: *; x = no result given; [ ] = dose if it differs, or a comment. This is a subset (hit frequency here may not be typical).
# A first look (10 entries):
# Letter code: A = ERa coact inh; B = H69AR growth 86K; C = HUVEC inhibit; D = ERb SRC1 inh; E = Calb biofilm kill; F = sEH activator; G = ERa coact pot; H = Smad3 inh; I = Fibroblast inh
Cc1cc(C)c2c(CN3CCN(Cc4ccc5c(c4)OCO5)CC3)cc(=O)oc2c1C
  A: 0	B: 33*	C: 39	D: 6	E: -4	F: -6	G: 115	H: -2	I: 90

CSc1nc(C)cc(OCNC(=O)c2cccs2)n1
  A: 7	B: 96	C: 99	D: 4	E: 10	F: 9	G: 104	H: -5	I: 111

C=CCN(c1ccc(C(=O)NC(C)C)cc1)S(C)(=O)=O
  A: -8	B: 99	C: 90	D: -4	E: -2	F: 13	G: 100	H: 2	I: 101

CC(=O)Nc1ccc(S(=O)(=O)Nc2ncccn2)cc1
  A: -2[fluorescence artefact?]	B: 95	C: 93	D: -2	E: 6	F: x	G: 134	H: 0	I: x

Cc1[nH]c(=O)[nH]c(=O)c1NS(=O)(=O)c1ccc2c(c1)CCCC2
  A: -4	B: 98	C: 108	D: -13[fluorescence artefact?]	E: 5	F: 2	G: 118	H: -8	I: 107

COc1ccc2[nH]c3c(c2c1)CN(C)CC3
  A: 15	B: 99	C: 90	D: 23	E: 5	F: 17	G: 92[fluorescence artefact?]	H: 4	I: 109

COCCN1CC(O)=C(c2nc3ccccc3c(=O)[nH]2)C1=N
  A: -5	B: 88	C: 102	D: -3	E: 8	F: 2	G: 111	H: 7	I: 108

CCN(CC)C(=O)C1CCCN(C/C=C/c2ccccc2)C1 (stereo not drawn)
  A: -3	B: 103	C: 88	D: -3	E: 11	F: x	G: 107	H: 4	I: 105

CCn1nc(C(=O)Nc2nc3ccc(C)cc3s2)c2ccccc2c1=O
  A: 14	B: 67	C: 75	D: 17	E: 9	F: 18	G: 151	H: 3	I: 95

COc1cccc(Nc2nc3ccccc3nc2NS(=O)(=O)c2cccs2)c1
  A: -5	B: 65	C: 53	D: -9	E: 4	F: x	G: 81	H: -9	I: 93

# The whole of this part (from the top)
# Letter code: A = ERa coact inh; B = H69AR growth 86K; C = HUVEC inhibit; D = ERb SRC1 inh; E = Calb biofilm kill; F = sEH activator; G = ERa coact pot; H = Smad3 inh; I = Fibroblast inh
Cc1cc(C)c2c(CN3CCN(Cc4ccc5c(c4)OCO5)CC3)cc(=O)oc2c1C
  A: 0	B: 33*	C: 39	D: 6	E: -4	F: -6	G: 115	H: -2	I: 90

CSc1nc(C)cc(OCNC(=O)c2cccs2)n1
  A: 7	B: 96	C: 99	D: 4	E: 10	F: 9	G: 104	H: -5	I: 111

C=CCN(c1ccc(C(=O)NC(C)C)cc1)S(C)(=O)=O
  A: -8	B: 99	C: 90	D: -4	E: -2	F: 13	G: 100	H: 2	I: 101

CC(=O)Nc1ccc(S(=O)(=O)Nc2ncccn2)cc1
  A: -2[fluorescence artefact?]	B: 95	C: 93	D: -2	E: 6	F: x	G: 134	H: 0	I: x

Cc1[nH]c(=O)[nH]c(=O)c1NS(=O)(=O)c1ccc2c(c1)CCCC2
  A: -4	B: 98	C: 108	D: -13[fluorescence artefact?]	E: 5	F: 2	G: 118	H: -8	I: 107

COc1ccc2[nH]c3c(c2c1)CN(C)CC3
  A: 15	B: 99	C: 90	D: 23	E: 5	F: 17	G: 92[fluorescence artefact?]	H: 4	I: 109

COCCN1CC(O)=C(c2nc3ccccc3c(=O)[nH]2)C1=N
  A: -5	B: 88	C: 102	D: -3	E: 8	F: 2	G: 111	H: 7	I: 108

CCN(CC)C(=O)C1CCCN(C/C=C/c2ccccc2)C1 (stereo not drawn)
  A: -3	B: 103	C: 88	D: -3	E: 11	F: x	G: 107	H: 4	I: 105

CCn1nc(C(=O)Nc2nc3ccc(C)cc3s2)c2ccccc2c1=O
  A: 14	B: 67	C: 75	D: 17	E: 9	F: 18	G: 151	H: 3	I: 95

COc1cccc(Nc2nc3ccccc3nc2NS(=O)(=O)c2cccs2)c1
  A: -5	B: 65	C: 53	D: -9	E: 4	F: x	G: 81	H: -9	I: 93

CCNC(=O)COC(=O)COc1ccc(Cl)cc1C
  A: -1	B: 89	C: 91	D: 5	E: 0	F: 3	G: 88	H: 8	I: 94

Cc1cc2c(cc1C)CSC(c1ccccc1O)SC2
  A: -2	B: 58	C: 34	D: 2	E: 5	F: 8	G: 107	H: -11	I: 71

O=[N+]([O-])c1cccc2cn[nH]c12
  A: 27	B: 92	C: 105	D: 35[fluorescence artefact?]	E: 2	F: x	G: 86	H: -17	I: 94

CCOC(=O)c1c(C)oc2ccc(OCC(N)=O)cc12
  A: -4	B: 98	C: 85	D: -9	E: x	F: -11	G: 107	H: -2	I: 93

CC(C)c1nnc(SCC(=O)NCc2ccc3c(c2)OCO3)n1C
  A: -3	B: 82	C: 101	D: 5	E: 4	F: 18	G: 93	H: 4	I: 101

Cc1cc(N2CCOCC2)c(F)cc1C(=O)c1ccccc1
  A: -5	B: 102	C: 101	D: -2	E: 7	F: -2	G: 101	H: 13	I: 100

Cc1noc(C)c1S(=O)(=O)N1CCCC(C(=O)NCCc2ccc(Cl)cc2)C1 (stereo not drawn)
  A: 9[fluorescence artefact?]	B: 92	C: 105	D: 20[fluorescence artefact?]	E: 4	F: -52	G: 106[fluorescence artefact?]	H: -8	I: 98

CCOC(=O)C1=C(c2ccccc2)O/C(=C(/C#N)C(F)(F)F)S1
  A: 1	B: 1.7*	C: 10*	D: 3	E: -1	F: 24	G: 168	H: -2	I: 2.5*

COc1ccccc1NC(=O)CSc1nnc(CNC(=O)COc2ccc(Cl)cc2)o1
  A: -20	B: 111	C: 87	D: -11	E: 7	F: 0	G: 125	H: 1	I: 97

COc1ccc(N(CC(=O)N2CCc3ccccc3C2)S(C)(=O)=O)cc1
  A: 4	B: 83	C: 88	D: -3	E: 2	F: -2	G: 110	H: -7	I: 89

Cc1ccc(C(=O)CSc2nnc(-c3ccccc3)o2)cc1
  A: 2	B: 96	C: 89	D: 4	E: 10	F: 3	G: 117[fluorescence artefact?]	H: 5	I: 95

CN1CCc2c(sc3c2c(=O)n(-c2ccccc2)c2nnc(SCc4ccc(Cl)cc4)n32)C1
  A: 31	B: 92	C: 96	D: 12	E: x	F: 7	G: 314*	H: 2	I: 104

CC1CCc2nn(CC(=O)N3CCc4ccccc43)cc2C1 (stereo not drawn)
  A: 0	B: 89	C: 81	D: -2	E: 5	F: 4	G: 117	H: -2	I: 85

COc1cc(OC)c(C2N(c3ccccn3)C(=O)C3CCCN32)cc1OC (stereo not drawn)
  A: 11	B: 98	C: 92	D: -5	E: 0	F: x	G: 112	H: -9	I: 105

O=C(NCc1nc(-c2ccccc2)no1)c1cccs1
  A: 3	B: 98	C: 98	D: -4[fluorescence artefact?]	E: -2	F: 1	G: 112	H: -1	I: 101

Cc1cccc(C(C)C)c1NC(=O)c1cccnc1
  A: -21	B: 97	C: 98	D: -22	E: 1	F: -20	G: 100	H: 0	I: 98

CCN(CC(=O)Nc1cc(C)nn1-c1nc(C)cc(C)n1)Cc1ccccc1
  A: -6	B: 14*	C: 51	D: -12[fluorescence artefact?]	E: 6	F: -8	G: 99	H: -4	I: 73

O=C(CSc1nnc(-c2cccs2)o1)N1CCOCC1
  A: -6	B: 99	C: 105	D: -1	E: -3	F: 0	G: 96	H: 6	I: 101

O=C1NCCCc2c1oc1cc(Br)c(O)c(Br)c21
  A: 9	B: 70	C: 84	D: 21[fluorescence artefact?]	E: -2	F: x	G: 109	H: 10	I: 91

COC(=O)c1ccccc1NC(=O)COC(=O)CSCC(=O)N1CCOCC1
  A: -2	B: 104	C: 103	D: 2	E: 10	F: 2	G: 90	H: 0	I: 94

O=C(NCc1nc(-c2ccccc2)no1)c1ccc2c(c1)OCO2
  A: -4[fluorescence artefact?]	B: 89	C: 96	D: -5	E: 8	F: -6	G: 96	H: 12	I: 98

CC(Oc1ccccc1)C(=O)NCc1cccnc1 (stereo not drawn)
  A: -9	B: 97	C: 101	D: -8	E: 5	F: -3	G: 104	H: 16[fluorescence artefact?]	I: 96

CC1CN(C(c2ccco2)c2sc3ncnn3c2O)CC(C)O1 (stereo not drawn)
  A: -13	B: 101	C: 98	D: -7	E: 10	F: 8	G: 116	H: -3	I: 97

COc1ccc(C2CC(C(F)(F)F)n3ncc(C(=O)Nc4c(C)n(C)n(-c5ccccc5)c4=O)c3N2)cc1 (stereo not drawn)
  A: -22	B: 82	C: 88	D: -10	E: 1	F: 4	G: 109	H: -2	I: 99

COc1ccc(-n2c(SCC(N)=O)nnc2-c2cccnc2)cc1
  A: -11	B: 92	C: 95	D: -9	E: 0	F: -5	G: 103[fluorescence artefact?]	H: -6	I: 99

COC(=O)c1cc2oc(C)cc2n1CC(=O)N(C)c1ccccc1
  A: -23	B: 78	C: 97	D: -21	E: 2	F: -3	G: 106[fluorescence artefact?]	H: 8	I: 96

N#Cc1nc(COc2ccc(F)cc2)oc1N1CCCC1
  A: 6[fluorescence artefact?]	B: 99	C: 94	D: -5[fluorescence artefact?]	E: 0	F: 3	G: 98	H: 5	I: 99

Cc1ccc(N(C(=O)CCC(=O)Nc2cc(C)on2)C(C(=O)NC2CCCC2)c2ccncc2)cc1 (stereo not drawn)
  A: 5	B: 83	C: 96	D: 4[fluorescence artefact?]	E: 6	F: x	G: 119	H: 1	I: 108

COc1cccc(C2c3c(oc4ccc(F)cc4c3=O)C(=O)N2CCN2CCOCC2)c1OC (stereo not drawn)
  A: 4[fluorescence artefact?]	B: 86	C: 99	D: -3[fluorescence artefact?]	E: 10	F: 1	G: 110[fluorescence artefact?]	H: -14	I: 99

Fc1ccccc1N1CCN(c2nc3ccccc3n3nnnc23)CC1
  A: 3	B: 90	C: 82	D: 11	E: 11	F: x	G: 174	H: 0	I: x

O=c1c2[nH]c3ccc(Cl)cc3c2ncn1CCN1CCCCC1
  A: 13[fluorescence artefact?]	B: 104	C: 93	D: 4[fluorescence artefact?]	E: 6	F: 0	G: 100	H: -7	I: 95

Cn1c(SCC(=O)Nc2ccccc2F)nnc1-c1cccnc1
  A: -3	B: 94	C: 89	D: -4	E: 7	F: x	G: 121	H: -9	I: 96

COc1ccc(Cc2nc(-c3ccc(Br)o3)no2)cc1OC
  A: -2	B: 92	C: 105	D: -1	E: 4	F: 13	G: 114	H: -18	I: 101

CC12CCC(C(=O)Nc3ccccc3N3CCOCC3)(CC1=O)C2(C)C (stereo not drawn)
  A: -4	B: 106	C: 100	D: -4	E: 7	F: 13	G: 107	H: -7	I: 97

CCn1c(=O)cc(SCC(=O)NCCN2CCN(Cc3ccccc3)CC2)c2ccccc21
  A: -6	B: 80	C: 80	D: -3	E: 5	F: -18	G: 105	H: 31[fluorescence artefact?]	I: 97

O=C(O)c1cc(NCc2cccs2)ccc1N1CCOCC1
  A: -5	B: 109	C: 100	D: 8	E: 8	F: 23	G: 114	H: 4	I: x

CCC1Sc2ccccc2N(CC(=O)NCCC(C)C)C1=O (stereo not drawn)
  A: -17	B: 98	C: 92	D: -46[fluorescence artefact?]	E: 5	F: -28	G: 113	H: -5	I: 96

CCNc1nc(NCC)nc(Oc2ccc(N)cc2)n1
  A: 2	B: 93	C: 98	D: 10	E: 1	F: 6	G: 104	H: 0	I: 98
